Source: PubChem
AGP1 TOR yeast: yeast TOR pathway AGP1-GFP modulation; S. cerevisiae AGP1-GFP multiplex flow cytometry, 3 h; GFP as percent of DMSO wells; GFP response vs DMSO, % at 10 µM; actives 0.02% (n = 320,000);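 active = GFP response relative to DMSO above a set limit, near screen average plus 3 SD, cut at about 150% in these data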;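 also: median GFP channel fluorescence of the gated AGP1 strain per well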
MEP2 TOR yeast: modulators of TOR pathway MEP2-GFP in S. cerevisiae. actives 0.51% (n = 330,000). S. cerevisiae MEP2-GFP strain, flow cytometry GFP, 3 h; 100% = DMSO control level. AID 2016. GFP response vs DMSO, % at 10 µM;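 active = GFP response versus DMSO above a set limit, roughly screen mean plus 3 SD, cut at about 180% in these data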;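 also: median GFP fluorescence of the barcode-gated MEP2-GFP cells per well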
AHR act: activates the human aryl hydrocarbon receptor | P35869 | AHR-responsive luciferase reporter cells, luminescence | activation, % at 5 µM | actives 2.5% (n = 320,000) | AID 2796; in the data active = activation above about 47%;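 also: 0% = vehicle wells and 100% = reference agonist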
Target sequence (P35869 whole entry, looked up): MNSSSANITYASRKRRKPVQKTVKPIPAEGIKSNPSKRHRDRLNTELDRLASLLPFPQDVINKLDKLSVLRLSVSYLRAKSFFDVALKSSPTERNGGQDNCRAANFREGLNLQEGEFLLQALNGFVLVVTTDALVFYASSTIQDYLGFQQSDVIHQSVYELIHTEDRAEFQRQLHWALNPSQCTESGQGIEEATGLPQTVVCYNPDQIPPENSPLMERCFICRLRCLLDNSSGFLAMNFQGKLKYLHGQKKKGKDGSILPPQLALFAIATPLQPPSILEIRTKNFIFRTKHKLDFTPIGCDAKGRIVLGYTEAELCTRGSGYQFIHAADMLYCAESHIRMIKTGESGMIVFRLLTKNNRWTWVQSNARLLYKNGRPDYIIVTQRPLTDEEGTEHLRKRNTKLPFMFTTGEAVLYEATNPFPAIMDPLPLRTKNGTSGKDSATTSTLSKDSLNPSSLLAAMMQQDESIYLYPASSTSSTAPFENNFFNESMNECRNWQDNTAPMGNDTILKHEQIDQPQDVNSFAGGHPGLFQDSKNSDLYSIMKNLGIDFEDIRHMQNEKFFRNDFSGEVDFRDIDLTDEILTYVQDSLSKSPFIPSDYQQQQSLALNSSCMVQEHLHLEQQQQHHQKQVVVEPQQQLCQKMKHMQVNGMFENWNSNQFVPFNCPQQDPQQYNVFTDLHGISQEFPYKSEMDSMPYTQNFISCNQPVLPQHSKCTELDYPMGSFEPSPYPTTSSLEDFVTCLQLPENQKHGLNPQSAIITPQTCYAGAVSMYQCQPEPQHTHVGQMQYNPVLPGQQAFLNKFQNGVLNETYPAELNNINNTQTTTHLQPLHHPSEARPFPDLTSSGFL
proCasp7 act: counter-screen for procaspase-3 activators: activators of human procaspase-7; P55210; recombinant procaspase-7, Ac-DEVD-pNA absorbance 405 nm; D23A/D198A/D206A triple mutant, cannot self-cleave; scale: DMSO 0, 5 µM enzyme 100; activation, % at 8.5 µM; actives 0.093% (n = 330,000);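 active = percent activation above the screen-wide mean plus 3 SD, cut at about 25% in these data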
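Assay system – Uncleavable procaspase-7 mutant enzyme · Quantity – 2 µM procaspase-7 mutant as dispensed · Times – 1 h preincubation, 2 h reaction · Dosing – single nominal 8.5 µM compound dose, 0.8% DMSO final · Buffer or medium – Zinc-free 50 mM HEPES buffer, pH 7.4, with NaCl and Triton X-100 · Detection – Epi-absorbance of released pNA at 405 nm, two timepoints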
LAP4-GFP MLPCN: alters LAP4-GFP fluorescence in TOR pathway yeast screen; S. cerevisiae LAP4-GFP multiplex, flow cytometry GFP, 3 h; median GFP as percent of DMSO wells; GFP response vs DMSO, % at 10 µM; actives 0.34% (n = 320,000); AID 2023;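 active = GFP response vs DMSO above a set limit, about the screen mean plus 3 SD, cut at about 150% in these data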
RPL19A TOR yeast: modulators of TOR pathway RPL19A-GFP in S. cerevisiae; S. cerevisiae RPL19A-GFP strain, flow cytometry, 3 h; active compounds read low; percent response vs DMSO, % at 10 µM; actives 0.3% (n = 330,000); AID 2025;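 active = percent response vs DMSO below 50%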;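 also: median channel GFP fluorescence of the barcoded RPL19A-GFP strain; ratio of sample median GFP to plate DMSO average so 100% = DMSO; lower means less RPL19A-GFP as with rapamycin TOR inhibition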
CIT2 TOR yeast: yeast TOR pathway CIT2-GFP modulation | S. cerevisiae CIT2-GFP strain, flow cytometry, 3 h; 100 means same as DMSO wells | GFP response vs DMSO, % at 10 µM | actives 0.065% (n = 320,000);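 active = GFP response relative to DMSO above a set limit, near the screen mean plus 3 SD, cut at about 150% in these data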;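 also: ratio of well median GFP fluorescence to mean of DMSO wells on the plate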
procasp3 activ: activates human procaspase-3 | recombinant procaspase-3 D3A, Ac-DEVD-pNA absorbance 405 nm | activation, % at 8.5 µM | actives 0.11% (n = 330,000) | AID 463141;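 active = activation above the mean of all tested compounds plus 3 SD, cut at about 21% in these data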;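 also: 0% = DMSO alone and 100% = DMSO wells spiked with extra 5 µM PC-3 D3A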
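Test system: Procaspase-3 D3A mutant; medium: Zinc-free HEPES/NaCl buffer with 0.01% Triton X-100 at pH 7.4; reagent: DEVD-pNA substrate; doses: one concentration, 8.5 µM nominal, 0.8% DMSO; times: 1 h preincubation plus 2 h reaction at 25 °C; signal: Epi-absorbance at 405 nm of released p-nitroaniline, 0 and 120 min; replicates: singlicate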
An asterisk follows results filed as active; · = not tested or not shown.

1	Cc1cccc(OCC(=O)NC(Cc2ccccc2)C(=O)O)c1 (stereo unspecified)
2	COc1ccc2c(c1)C(SCC(=O)NCc1ccccc1)CC(C)(C)O2 (stereo unspecified)
3	CCn1c(C)c(C(C)=O)c(N2CCN(C(=O)c3ccco3)CC2)nc1=S
4	CN(C)c1ccc(NC(=O)COC(=O)c2ccc3c(c2)OCO3)cc1
5	O=S(=O)(c1cccc(F)c1)N1CCN(C(=S)NCc2ccccc2)CC1
6	Cc1ccc(-n2ncc3c2CC(C)(C)CC3NC(=O)CCCN2CCCC2=O)cc1 (stereo unspecified)
7	COc1ccccc1NC(=O)c1ccc(C)s1
8	S=C(NCC1CCCO1)Nc1ccc(Nc2ccccc2)cc1 (stereo unspecified)
9	O=C(O)C1C2C=CC(C2)C1C(=O)NCc1cccc(Cl)c1 (stereo unspecified)
10	COCCCNS(=O)(=O)c1cc2c3c(c1)C(C)C(=O)N3CCC2 (stereo unspecified)

entry no.	1	2	3	4	5	6	7	8	9	10
AGP1 TOR yeast	104	102	95	120	96	101	91	98	99	103
MEP2 TOR yeast	108	105	93	119	103	120	99	97	106	97
AHR act	2	5	-1	2	2	-1	26	22	-1	-1
proCasp7 act	3	-1	-14	13	18	3	-7	-3	-3	2
LAP4-GFP MLPCN	95	102	88	134	91	90	97	104	96	99
RPL19A TOR yeast	105	99	95	111	99	109	97	96	103	101
CIT2 TOR yeast	111	95	·	112	109	110	94	90	99	100
procasp3 activ	-3	2	0	-3	4	1	-2	-9	4	-1

The final 3 entries of the part above are carried over, then new ones follow.
8	S=C(NCC1CCCO1)Nc1ccc(Nc2ccccc2)cc1 (stereo unspecified)
9	O=C(O)C1C2C=CC(C2)C1C(=O)NCc1cccc(Cl)c1 (stereo unspecified)
10	COCCCNS(=O)(=O)c1cc2c3c(c1)C(C)C(=O)N3CCC2 (stereo unspecified)
11	CCCN1C(=O)c2ccccc2NC1c1ccc(C)cc1 (stereo unspecified)
12	S=C(NCCN1CCOCC1)N/N=C/c1c2ccccc2cc2ccccc12
13	Cc1ccccc1Nc1nc(N)nc(COC(=O)c2ccco2)n1
14	Cc1cc(C)c2c3c(oc2n1)C(=O)N(c1cccc(Cl)c1)CC(=O)N3
15	Nc1ccc(S(=O)(=O)Nc2nccc(/C=C/c3ccc(Br)s3)n2)cc1
16	Cc1ccccc1NC(=O)NCCCN1CCN(c2ccccc2)CC1
17	COc1ccc(N2C(N)=NC(N)=NC23CCCC3)cc1
18	Cc1ccc(NC(=O)C(c2ccc(Cl)cc2Cl)N2CCCC2)cc1 (stereo unspecified)
19	COc1ccc(C2=Nn3c(nnc3-c3cccnc3)SC2)cc1OC
20	CC(=O)c1c(C)[nH]c(C(=O)OCC(=O)Nc2cc(C(F)(F)F)ccc2N2CCOCC2)c1C

entry no.	8	9	10	11	12	13	14	15	16	17	18	19	20
AGP1 TOR yeast	98	99	103	98	101	100	106	101	98	96	94	106	88
MEP2 TOR yeast	97	106	97	98	102	97	98	106	101	99	89	106	87
AHR act	22	-1	-1	0	5	1	0	-2	-6	-2	5	13	2
proCasp7 act	-3	-3	2	1	-13	-7	7	2	1	2	-2	6	-8
LAP4-GFP MLPCN	104	96	99	104	101	91	108	108	99	98	88	103	88
RPL19A TOR yeast	96	103	101	95	98	100	98	98	97	93	102	103	90
CIT2 TOR yeast	90	99	100	92	105	107	101	105	96	93	98	104	91
procasp3 activ	-9	4	-1	-3	0	15	3	4	0	5	9	3	-3

21	Nc1ccc(N2CCN(c3ccc(Cl)c(Cl)c3)CC2)cc1
22	Cc1cc(C)n2nc(SCC(=O)N3CCC(C(=O)O)CC3)nc2n1
23	CC(OC(=O)/C=C/c1cccs1)C(=O)Nc1ccc(S(N)(=O)=O)cc1 (stereo unspecified)
24	COc1cccc(SCc2noc(C(=O)NCC3CCCO3)c2C(=O)O)c1 (stereo unspecified)
25	COc1cccc(Nc2ncnc3nc[nH]c23)c1
26	O=C(COc1cccnc1[N+](=O)[O-])N1N=C(c2ccc(Cl)cc2)CC1c1ccco1 (stereo unspecified)
27	Cc1cccc(N2CCN(C(=O)CCCn3c(=S)[nH]c4cc5c(cc4c3=O)OCO5)CC2)c1C
28	O=C(NCCNC1CCC(c2ccccc2)CC1)c1ccc(F)cc1 (stereo unspecified)
29	COc1cc(OC)c(S(=O)(=O)Nc2ccc(C(=O)O)cc2)cc1S(=O)(=O)Nc1ccc(C(=O)O)cc1
30	Cc1csc(=O)n1CCC(=O)OC(C)C(=O)NCc1ccccc1 (stereo unspecified)

entry no.	21	22	23	24	25	26	27	28	29	30
AGP1 TOR yeast	94	98	96	79	100	100	96	97	104	102
MEP2 TOR yeast	86	98	108	91	104	93	93	106	103	102
AHR act	-3	-2	0	1	31	-1	-2	-2	-2	0
proCasp7 act	1	5	3	1	-5	4	10	9	10	-1
LAP4-GFP MLPCN	98	98	97	106	101	100	86	101	107	96
RPL19A TOR yeast	104	96	103	94	100	97	98	99	100	101
CIT2 TOR yeast	121	99	99	80	102	103	101	96	102	103
procasp3 activ	-3	4	0	-1	5	2	-9	-10	-4	5

31	O=C(C1=NN[C@@H]2C(=O)N(Cc3ccccc3)C(=O)[C@H]12)c1ccc(F)cc1
32	COc1cccc2sc(NNC(=O)COc3ccccc3)nc12
33	N#Cc1cc2c([nH]c1=O)CCCC2
34	NC(=O)c1ccsc1NC(=O)CSc1nnc2ccccn12
35	COc1ccc(C(=O)N=c2sc3ccccc3n2C)cc1OC
36	COc1ccc(C2/C(=C(/O)c3ccccc3)C(=O)C(=O)N2CC(C)O)c(OC)c1 (stereo unspecified)
37	C[C@H](c1ccccc1)n1nnc(COCc2ccccc2)c1C#CCOCc1ccccc1
38	C=CCn1c(SCc2c(C)noc2C)nc2cc(C(=O)O)ccc2c1=O
39	CCc1ccc(S(=O)(=O)Nc2cc(SCC(=O)O)c(O)c3ccccc23)cc1
40	COCCCN1C(=O)c2ccccc2C1C(=O)NC1CCCCCC1 (stereo unspecified)

entry no.	31	32	33	34	35	36	37	38	39	40
AGP1 TOR yeast	100	107	107	104	95	106	93	109	98	88
MEP2 TOR yeast	106	114	119	103	94	105	96	101	90	92
AHR act	6	51*	3	0	12	1	6	-1	53*	0
proCasp7 act	6	-8	-4	-3	7	-12	5	8	-16	-8
LAP4-GFP MLPCN	111	100	114	109	112	107	105	99	97	88
RPL19A TOR yeast	102	116	97	108	97	105	106	101	98	90
CIT2 TOR yeast	98	98	98	95	91	111	86	107	96	95
procasp3 activ	-2	-11	4	6	4	0	-1	7	-5	4

Record cards, as listed above.
N#Cc1cc2c([nH]c1=O)CCCC2 reads AGP1 TOR yeast = 107; MEP2 TOR yeast = 119; AHR act = 3; proCasp7 act = -4; LAP4-GFP MLPCN = 114; RPL19A TOR yeast = 97; CIT2 TOR yeast = 98; procasp3 activ = 4
C[C@H](c1ccccc1)n1nnc(COCc2ccccc2)c1C#CCOCc1ccccc1 reads AGP1 TOR yeast = 93; MEP2 TOR yeast = 96; AHR act = 6; proCasp7 act = 5; LAP4-GFP MLPCN = 105; RPL19A TOR yeast = 106; CIT2 TOR yeast = 86; procasp3 activ = -1

Some entries already given, showing only MEP2 TOR yeast, AGP1 TOR yeast and procasp3 activ.
entry	compound	MEP2 TOR yeast	AGP1 TOR yeast	procasp3 activ
24	COc1cccc(SCc2noc(C(=O)NCC3CCCO3)c2C(=O)O)c1 (stereo unspecified)	91	79	-1
25	COc1cccc(Nc2ncnc3nc[nH]c23)c1	104	100	5

Copied from the list:
MEP2 TOR yeast result of compound 36 → 105
CIT2 TOR yeast result of compound 39 → 96
RPL19A TOR yeast result of compound 37 → 106
proCasp7 act result of compound 38 → 8
AGP1 TOR yeast result of compound 34 → 104
AGP1 TOR yeast result of compound 31 → 100
proCasp7 act result of compound 32 → -8

(listing goes on)
41	CC[C@@H]1CCCCc2ccccc2[C@@H](C(=O)C[C@H](O)CC(C)=O)OC1=O
42	CC(=O)OC1CC(C)(C)N(OC(=O)c2ccccc2)C(C)(C)C1
43	CCCCn1nnnc1SCC(=O)NC1CCCCC1
44	CCn1c(SCC(=O)N/N=C/C=C\c2ccccc2[N+](=O)[O-])nc2ccccc21
45	Cc1nn(C)cc1CNCc1ccc(OCC(O)CN(C)Cc2ccccc2)cc1 (stereo unspecified)
46	CC(C)(C)OC(=O)NCc1ccc(NC(=O)c2nc[nH]c2C(=O)NCCNC(=O)c2[nH]cnc2C(=O)Nc2ccc(CNC(=O)OC(C)(C)C)cc2)cc1
47	O=C(COc1ccc(Cl)cc1)NCc1nnc(SCC(=O)Nc2ccc3c(c2)OCCO3)o1
48	COc1cccc(/C=C(\C)C(=O)c2c(C)cc(C)[nH]c2=O)c1OC
49	COc1ccccc1C1C2=C(COC2=O)Nc2cc3c(cc21)OCO3 (stereo unspecified)
50	O=C(N/N=C/c1cccc(O)c1)c1ccc(NC(=O)C2CCCCC2)cc1

entry no.	41	42	43	44	45	46	47	48	49	50
AGP1 TOR yeast	87	97	110	94	103	103	103	91	99	91
MEP2 TOR yeast	86	100	104	102	107	95	101	99	97	107
AHR act	0	0	3	33	4	-2	15	11	7	·
proCasp7 act	1	-4	-11	-5	9	-6	7	1	-2	·
LAP4-GFP MLPCN	87	85	97	84	95	96	107	102	98	77
RPL19A TOR yeast	91	99	114	102	106	104	104	97	97	112
CIT2 TOR yeast	92	·	109	112	106	106	98	96	93	89
procasp3 activ	2	-1	-9	-12	5	7	3	7	2	·

51	COc1ccc(C(=O)Nc2ccc(NC(=O)c3ccccc3F)cn2)cc1
52	COc1ccccc1NC(=O)CSc1nc2sc3c(c2c(=O)n1-c1ccccc1)CCN(C)C3
53	Cc1onc(-c2ccccc2)c1C(=O)Nc1ccncc1
54	Clc1ccc(-c2nnc(C3CC3)o2)cc1
55	COc1cccc(CN2CC(C(=O)N(C)CCCC3CCCC3)CCC2=O)c1 (stereo unspecified)
56	CC(C)CN(C(=O)COC(=O)c1ccc(Cl)nc1)c1c(N)n(Cc2ccccc2)c(=O)[nH]c1=O
57	CN(C)c1ccc(P(=O)(OC2CCCCC2)C(Nc2ccccc2)c2cccnc2)cc1 (stereo unspecified)
58	O=C(COC(=O)c1ccc(S(=O)(=O)NCc2ccco2)cc1)Nc1ccc(OC(F)F)cc1
59	Cc1ccc(C)n1NC(=O)c1ccccc1O
60	Nc1nc(N2CCN(C(=O)c3ccco3)CC2)nc2ccc(Br)cc12

entry no.	51	52	53	54	55	56	57	58	59	60
AGP1 TOR yeast	99	93	95	102	105	107	111	101	100	104
MEP2 TOR yeast	101	101	97	96	104	99	90	107	104	97
AHR act	-4	13	4	-3	1	0	0	1	17	23
proCasp7 act	-6	0	6	8	4	7	8	2	2	5
LAP4-GFP MLPCN	113	107	87	108	93	107	106	·	94	98
RPL19A TOR yeast	104	94	97	97	104	96	102	102	99	97
CIT2 TOR yeast	99	99	·	97	108	100	102	102	94	98
procasp3 activ	-2	-9	4	3	8	11	8	9	-5	-1
